p97 ATPase inh = inhibitors of human p97 ATPase | recombinant p97 ATPase, Kinase-Glo ATP luminescence, 3 h | 220,000 compounds, 0.42% hits | P55072 | AID 1481 | inhibition, % at 8 µM; in the data active = inhibition above about 15%;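 also: 0% = DMSO vehicle and 100% = wells lacking enzyme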
MDM2 E3 inh = inhibitors of human Mdm2 E3 ubiquitin ligase; Q00987; cell-based MDM2 ubiquitination luciferase reporter, 2 h; 0 = plate control, 100 = twice control, blank-subtracted; signal enhancement, % at 5 µM; 210,000 compounds, 0.11% hits;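 active = signal enhancement of 30% or more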;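 also: luminescence tracks abundance of the self-degrading MDM2-luciferase fusion protein; higher signal means inhibition of MDM2 E3 ligase activity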
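Buffer or medium: Cells held in DMEM | Assay system: Stable mammalian line carrying autodegrading MDM2–luciferase fusion reporter | Quantity: 2000 cells/well | Times: 4 h settle plus 2 h compound, 37 °C | Doses: One concentration, 5 µM, with 0.2% DMSO | Technique: Luminescence with SteadyLite reagent, 15 min at room temperature | Benchmarks: Plate controls and plate blanks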
FXIa inh = blocks human coagulation factor XIa protease activity | purified FXIa, Boc-Glu-Ala-Arg-AMC fluorogenic substrate | inhibition, % at 5 µM | 220,000 compounds, 0.14% hits | AID 798;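 active = inhibition of at least 40%; inactive = inhibition below 40%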;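 also: fluorescence of freed AMC excited at 355 nm; 0% = enzyme without compound and 100% = no enzyme blank; many of its hits are not listed in these tables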
Rad51 HR inh = blocks human Rad51 in homologous recombination; hRad51 DNA strand exchange, fluorescence dequenching; inhibition, % at 10 µM; 200,000 compounds, 0.085% hits; AID 1385;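 active = inhibition above 40% at the single screening dose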;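 also: 0% = DMSO control wells and 100% = blanks with heterologous ssDNA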
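Assay system: Human Rad51 nucleoprotein filaments preassembled on unlabelled ssDNA | Reagent: Donor/quencher-labelled 47-bp dsDNA substrate | Doses: One concentration, 10 µM final | Times: 37 °C 15-min filament assembly, 30-min compound preincubation, 15-min exchange | Technique: Fluorescein emission 520 nm, excitation 485 nm | Benchmarks: Plate control and blank wells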
Wee1 degr inh = blocks degradation of human Wee1 kinase | P30291 | HeLa Luc-Wee1K328M stability, luciferase luminescence; 100% = proteasome inhibitor MG132 effect | reporter increase, % at 5 µM | 220,000 compounds, 1.2% hits;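 active = activation above the mean of all tested compounds plus 3 SD, set per screening run, cut at about 8.8% in these data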;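 also: cells exposed to compound for 20 h before luminescence read; 0% = DMSO alone and 100% = MG132 at 30 µM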
FXIIa inh = blocks human coagulation factor XIIa protease activity; P00748; purified FXIIa, Boc-QGR-AMC fluorogenic substrate, 2 h; inhibition, % at 5 µM; 220,000 compounds, 0.3% hits; in the data active = inhibition above about 40%;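 also: 0% = enzyme with no compound and 100% = blank without enzyme; many of its hits are not listed in these tables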
Target sequence (P00748 20-372 limits assumed): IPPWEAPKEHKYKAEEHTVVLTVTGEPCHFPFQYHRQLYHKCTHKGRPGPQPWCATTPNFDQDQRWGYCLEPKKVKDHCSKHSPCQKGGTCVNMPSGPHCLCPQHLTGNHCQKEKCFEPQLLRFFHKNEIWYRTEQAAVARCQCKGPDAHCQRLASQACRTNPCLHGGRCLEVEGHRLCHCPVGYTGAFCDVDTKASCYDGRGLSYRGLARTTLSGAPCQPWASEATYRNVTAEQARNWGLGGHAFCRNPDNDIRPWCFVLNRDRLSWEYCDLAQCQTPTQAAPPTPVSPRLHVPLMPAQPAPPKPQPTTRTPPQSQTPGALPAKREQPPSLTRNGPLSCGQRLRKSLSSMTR
Target sequence (P00748 373-615 limits assumed): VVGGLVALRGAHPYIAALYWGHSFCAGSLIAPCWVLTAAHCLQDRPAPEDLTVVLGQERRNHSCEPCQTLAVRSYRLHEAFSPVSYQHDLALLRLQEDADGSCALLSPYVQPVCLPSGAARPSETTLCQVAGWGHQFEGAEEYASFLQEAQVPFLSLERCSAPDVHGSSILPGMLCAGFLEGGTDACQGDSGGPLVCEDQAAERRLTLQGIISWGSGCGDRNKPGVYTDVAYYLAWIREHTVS
hK5 inh = blocks human kallikrein 5 protease activity | inhibition, % at 5 µM | AID 873 | recombinant hK5, fluorogenic AMC substrate cleavage | Q9Y337 | 210,000 compounds, 0.59% hits;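 active = inhibition of 40% or more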;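 also: 0% = enzyme controls without compound and 100% = no-enzyme blanks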
Target sequence (Q9Y337 67-293 limits assumed): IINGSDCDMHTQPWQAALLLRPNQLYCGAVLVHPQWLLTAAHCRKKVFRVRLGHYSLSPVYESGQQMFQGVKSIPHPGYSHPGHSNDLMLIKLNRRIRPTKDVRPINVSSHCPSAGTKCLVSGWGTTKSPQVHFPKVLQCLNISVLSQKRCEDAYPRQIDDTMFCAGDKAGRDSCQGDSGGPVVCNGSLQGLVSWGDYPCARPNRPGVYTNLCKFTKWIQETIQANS
eIF4E-4G inh = blocks eIF4E binding to eIF4G | TR-FRET eIF4E-eIF4GI(517-606) binding, 2 h | inhibition, % at 21.7 µM | 220,000 compounds, 0.37% hits;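 active = inhibition above about 30%, limit read from the data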;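 also: 0% = full FRET control wells and 100% = background wells lacking eIF4GI fragment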
14-3-3 Bad inh = disrupts binding of bovine 14-3-3 zeta to phospho-Bad peptide. P63103. TR-FRET 14-3-3zeta/Dy647-pBad peptide displacement, 1 h. inhibition, % at 21.7 µM. 220,000 compounds, 0.71% hits. AID 781;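 active = inhibition above about 70%, limit read from the data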;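 also: 0% = full 14-3-3 plus peptide FRET controls and 100% = background without 14-3-3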
Target sequence (P63103 whole entry, looked up): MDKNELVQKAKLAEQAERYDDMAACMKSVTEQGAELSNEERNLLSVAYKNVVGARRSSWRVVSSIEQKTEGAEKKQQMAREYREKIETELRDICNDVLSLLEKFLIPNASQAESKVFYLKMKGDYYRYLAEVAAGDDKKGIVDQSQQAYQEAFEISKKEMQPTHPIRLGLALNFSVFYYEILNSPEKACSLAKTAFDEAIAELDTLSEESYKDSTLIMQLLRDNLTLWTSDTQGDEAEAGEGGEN
The depositor's hits bear a star; x = not tested or not shown; [ ] = another dose, or the depositor's remark.

Wee1 degr inh	MDM2 E3 inh	Rad51 HR inh	hK5 inh	14-3-3 Bad inh	FXIIa inh	FXIa inh	eIF4E-4G inh	p97 ATPase inh	SMILES
-2	-14	-1	1	0	11	3	1	2	O=C(CSc1nccc(-c2cccs2)n1)Nc1ccccc1
-3	-13	2	-3	-9	4	-1	-2	4	CCNC(=O)COC(=O)c1cc(-c2ccccc2)nn1-c1ccccc1
x	-16	-1	-89	11[fluorescence artefact?]	-28	-10	2[fluorescence artefact?]	x	Nc1ccc2nc(-c3ccc(Cl)cc3)[nH]c2c1
5	-4	4	3	-1	16	3	2	5	CC(=O)NC1C(OCc2ccccc2)OC2COC(C)(C)OC2C1O (stereo not drawn)
-3	0	5	-1	-3	1	-11	-3	2	O=C1NC(c2ccccc2)(C(F)(F)F)SC2=CCCCCN12 (stereo not drawn)
-2	5	x	-10	-6	2	5	-12	-2	COCc1c(Br)c(C)nc(OCC(=O)O)c1C#N
-3	0	19	-5	-7	4	-4	0	3	COc1ccc(S(=O)(=O)N2CCc3ccccc3C2)cc1
2	-17	-3	-3	17	0	-7	1	-7	COc1ccc(NC(=O)c2cc(Br)c(Br)s2)cn1
-3	-15	5	-61	27	-10	-17	9	5	CCOC(=O)CNc1c(-c2ccc(O)cc2)nc2ccccn12
8	4	34	7	-13	9	7	0	6	Cc1cc(C)c(NC(=O)CSc2nncn2-c2cccnc2)c(C)c1
-1	-14	-3	-3	-11	1	-9	-2	-1	CCCn1nc(Oc2nc(NCC)nc(NCC)n2)ccc1=O
-4	-83	9	2	5	-2	-10	-3	-14	CC(C)c1ccc(-c2nc3ccccc3s2)cc1
1	-5	-10	-4	-2	3	-6	-2	1	O=C(NCc1ccc2c(c1)OCO2)C1CCC(=O)N1C1CCCC1 (stereo not drawn)
2	-2	x	-3	-1	11	4	1[fluorescence artefact?]	6	COc1ccc(NC(=O)C(c2ccc(OC)cc2)N(C)C(=O)Cc2cccs2)cc1 (stereo not drawn)
-3	-27	x	5	2	11	6	2	11	CCCCc1c(C)nc2c(OC)cccc2c1SCC(=O)O

The last 2 records of the section above lead into the next:
Wee1 degr inh	MDM2 E3 inh	Rad51 HR inh	hK5 inh	14-3-3 Bad inh	FXIIa inh	FXIa inh	eIF4E-4G inh	p97 ATPase inh	SMILES
2	-2	x	-3	-1	11	4	1[fluorescence artefact?]	6	COc1ccc(NC(=O)C(c2ccc(OC)cc2)N(C)C(=O)Cc2cccs2)cc1 (stereo not drawn)
-3	-27	x	5	2	11	6	2	11	CCCCc1c(C)nc2c(OC)cccc2c1SCC(=O)O
-1	-11	39	-4	-8	8	-1	4	3	CCn1c(SCC(=O)NC(C)(C)C)nnc1-c1ccncc1
3	-1	-8	24	4	12	13	-1	-3	O=C(COc1ccc(F)cc1)N1CCc2ccccc2C1
2	2	3	0	8	-1	-2	5	4	COC(=O)CCC(=O)Nc1cccc(C(=O)Nc2cccc(Cl)c2)c1
-1	x	x	x	2	7	-1	-2	2	COc1ccc(C2(CNC(=O)c3cccs3)CCOCC2)cc1
x	10	-2	2	3	14	5	1	x	O=C(c1ccc2c(c1)OCO2)N1CCC2(CC1)Oc1ccc(F)cc1C(=O)C21CC(c2cccnc2)=NO1 (stereo not drawn)
2	3	2	-7	-12	12	3	-1	-1	Cc1c(N)c(C(C)(C)C)cc(C(C)(C)C)c1[N+](=O)[O-]
3	-12	1	9	1	8	0	0	1	O=C(CN1CCN(c2ccccn2)CC1)NCc1cccs1
-3	-20	0	-11	9	10	-1	5	-4	NC(=O)C1(NC(=O)[C@@H]2CC3(CC(c4cccc(NC(=O)[C@@H]5CCC(=O)N5)c4)=NO3)CN2C(=O)Cc2ccc(Cl)cc2)CC1 (stereo partly drawn)
-3	-4	x	-4	10	6	0	0[fluorescence artefact?]	-1	COc1ccc(C(=O)C[n+]2ccc3c(c2)nc(-c2ccccc2)n3C)cc1
-2	-9	-6	-10	-1	3	0	-1	8	Cc1cccc(C)c1NC(=S)N/N=C/c1ccccc1C(=O)O
0	2	8	0	-4	x	-2	2	-1	O=C(N/N=C/c1cccnc1)c1ccc(Cn2cc([N+](=O)[O-])cn2)o1
3	-19	1	2	12	10	1	1	-2	COc1ccc(-n2cc(-c3ccc(OC(F)F)cc3)[n+]3c2CCCCC3)cc1
-2	-14	6	7	-35[fluorescence artefact?]	13	4	-73[fluorescence artefact?]	7	COc1ccc(-c2nc(N)ncc2Oc2ccccc2Br)c(O)c1
-2	-10	0	-23	-8	-2	-14	0	-1	COc1cccc(N(C(=O)c2cnccn2)C(C(=O)NC2CCCCC2)c2ccc(Cl)cc2)c1 (stereo not drawn)
-2	x	-1	-13	-9	3	-7	-7	2	CC1(C)NC(=O)N(CC(=O)OCC(=O)Nc2cccc(F)c2)C1=O
-3	5	0	-5	-1	2	-10	-1	-4	COc1ccccc1NC(=S)N(CCc1ccc(OC)c(OC)c1)Cc1ccccn1
0	-12	-1	-31	4	4	-5	9	-2	O=C1C2Sc3[nH]c(=O)sc3C(c3ccccc3)C2C(=O)N1c1ccc(Cl)cc1 (stereo not drawn)
0	-12	-1	10	11	2	-7	-1	-5	CCCn1c(SCC(=O)Nc2ccc3c(c2)OCCO3)nnc1-c1ccco1
-3	-4	-3	-9	3	3	-3	-1	5	O=[N+]([O-])c1cccc(NC(=S)NCCc2ccccc2)c1
1	-10	-4	2	-4[fluorescence artefact?]	-2	1	12[fluorescence artefact?]	3	Cc1cc(C(F)F)n2ncc(C(=O)NCc3ccccc3C(F)(F)F)c2n1
2	-13	-3	6	-5	14	2	-4	-3	O=C(Oc1ccc(-c2ccccc2)cc1)N1CCOCC1
-1	-9	-6	-14	-7	4	-3	-1	-4	O=C(NC(=S)Nc1ccc(S(=O)(=O)N2CCCC2)cc1)c1cccs1
0	-1	7	-5	-17[fluorescence artefact?]	19	14	15	6	Cc1ccc(NC(C)C(=O)N/N=C/c2c[nH]c3ccccc23)cc1 (stereo not drawn)
7	-10	4	2	-7	8	4	-5	3	CC(NC(=O)CNC(=S)N(Cc1ccccc1)Cc1cccnc1)c1ccccc1 (stereo not drawn)
-3	3	x	3	3	11	0	-5	5	CN(C1CC(C)(C)NC(C)(C)C1)S(=O)(=O)CC12CCC(CC1=O)C2(C)C (stereo not drawn)
-2	-2	2	-12	-4[fluorescence artefact?]	3	-1	1	-1	Cc1cccc(C2=NC(C(F)(F)F)(C(F)(F)F)c3c(n(-c4ccc(F)cc4)c(=O)[nH]c3=O)N2)c1
-2	-9	11	-20	9	-7	-5	-7	1	CC1(C)OC(=O)C(=CNC(=O)c2c(F)cccc2F)C(=O)O1
-1	-4	-2	-1	7[fluorescence artefact?]	4	-3	1[fluorescence artefact?]	4	Cc1nn(C)c(Cl)c1NC(=O)OCc1ccc(F)cc1
2	-7	4	-11	-2	5	-2	-4	-8	COc1ccc2[nH]c(C(=O)N3CCCN(Cc4ccc(F)cc4)CC3)cc2c1
4	-1	-55	1	-26	5	-2	3	6	C/C(CC(=O)Nc1ccccc1F)=N\NC(=O)Cc1ccc(Cl)cc1
-1	-12	-149	-1	5	4	10	-3	3	CCn1c2ccccc2c2cc(NC(=O)c3ccc(=O)oc3)ccc21
1	0	-2	-16	-14	23	-2	-3[fluorescence artefact?]	-8	Cc1ccc(CCN2CC(C(=O)NCCCOC(C)C)CC2=O)cc1 (stereo not drawn)
-1	-21	-3	-3	-11	33	25	-4	-1	Cc1cc(C)nc(N(C#N)CCOc2ccc(Cl)cc2)n1
-1	1	-1	6	-14[fluorescence artefact?]	15	8	16	0	Cc1c(C(=O)NCCCN2CCOCC2)oc2c1C1(CCC2)SCCS1
0	3	32	0	-9	8	0	1	2	CC(=O)Nc1ccc(S(=O)(=O)Nc2ccc3c(c2)C(=O)OC3)cc1
0	-5	4	-1	-3	2	-4	4	-3	CCOC(=O)N1CCN(C(=O)C(=O)NN)CC1
5	-10	-1	-7	8	4	-2	1	3	N/C(=N\c1nc(C(F)(F)F)cc(=O)[nH]1)Nc1ccc(Cl)cc1
1	-7	1	11	-1	5	0	1	3	COc1cc2nc(SCC(=O)NCCc3ccccc3)n(Cc3ccco3)c(=O)c2cc1OC
1	-2	-39	-7	-14	14	5	5	3	CN1C(=O)c2ccc(C(=O)NCc3ccc4c(c3)OCO4)cc2C1=O
-1	-11	-2	-14	-9	9	6	9[fluorescence artefact?]	-4	COc1ccc(OC)c(/C=N/N(C)c2ccccc2)c1
2	-7	-6	-6	-14	6	-4	0	0	CN(C)/C=C(\C#N)C(=O)Nc1ccccc1
-3	-13	9	14	-1	9	9	9	5	CCOC(=O)N1CCN(C(=O)Cc2ccc(-n3c(=S)[nH]c4ccccc4c3=O)cc2)CC1
5	-5	x	9	-3	8	0	-2	0	CCn1c2ccc(F)cc2c2nc3ccccc3nc21
2	-11	-1	-10	1	8	7	3	-2	O=C(N/N=C/c1ccco1)Nc1ccccc1
-1	9	1	4	2	9	0	0	1	Cc1cc(C)c(S(=O)(=O)c2ccccc2C)c(OCCO)n1
0	-5	6	22	7	16	2	2	1	CSc1ccc(S(=O)(=O)Nc2c(C)cccc2C)cc1
-2	-21	-19	-7	-7	6	0	1	3	Cc1cccc(NC(=S)Nc2ccc(Cl)c(Cl)c2)c1
4	-3	15	-2	3	5	-3	0	-2	CCCCc1nnc(NC(=O)CN2C(=O)c3ccccc3C2=O)s1
0	-8	-4	-18	-7[fluorescence artefact?]	-10	-5	3	3	Cc1cc(=O)[nH]c(Cc2ccc(OC(C)C)cc2)n1
5	-4	-6	9	6	-2	-9	-3	5	O=C(C1CCC(CNS(=O)(=O)c2cccc3nsnc23)CC1)N1CC=C(c2ccccc2)CC1 (stereo not drawn)
3	-8	0	-1	9	10	3	0	-4	OCCCN1c2ccccc2Nc2nnc(-c3ccccc3)cc21
-1	-5	-9	2	0	10	1	-5	-1	Cc1ccsc1C1CC(=O)Nc2ccccc2S1 (stereo not drawn)
-1	1	9	5	-1	-1	-4	1	-5	O=C(COc1cc(Cl)c(Cl)cc1Cl)Nc1ccncc1
2	-4	x	0	-2	11	4	-3	1	COc1ccc(OC)c(/C(C)=N/Nc2ccc(C(=O)O)cc2)c1
-2	-3	-2	-5	-2	16	5	0	-6	CC(C)c1nc(SCC(=O)Nc2cccc(C(F)(F)F)c2)c2c(=O)n(C)c(=O)n(C)c2n1
0	-4	-1	-4	50	2	-1	1	6	O=C(NCCCNC(=O)c1cncc(O)c1)c1cncc(O)c1
-1	-5	3	-23	10	10	5	-1	3	Cc1ccc(C(=O)OCC(=O)Nc2ccc3c(c2)OCO3)o1

Compound profiles, from the list above.
OCCCN1c2ccccc2Nc2nnc(-c3ccccc3)cc21 across the screens: Wee1 degr inh: 3; MDM2 E3 inh: -8; Rad51 HR inh: 0; hK5 inh: -1; 14-3-3 Bad inh: 9; FXIIa inh: 10; FXIa inh: 3; eIF4E-4G inh: 0; p97 ATPase inh: -4
CCCCc1nnc(NC(=O)CN2C(=O)c3ccccc3C2=O)s1 across the screens: Wee1 degr inh: 4; MDM2 E3 inh: -3; Rad51 HR inh: 15; hK5 inh: -2; 14-3-3 Bad inh: 3; FXIIa inh: 5; FXIa inh: -3; eIF4E-4G inh: 0; p97 ATPase inh: -2

No enrichment for hits, and some 3.5% of all compounds hit somewhere here.
